From PubChem BioAssay
DT40 TDP1 no CPT: qHTS for Inhibitors of human tyrosyl-DNA phosphodiesterase 1 (TDP1): qHTS in cells in absence of CPT; DT40 Tdp1-/- hTDP1 cells, no CPT, ATP luminescence, 48 h; Potency, µM (doses to about 46.2 µM), inactives show top-dose activity change, negative = growth inhibition, usual class: inhibitors; hit rate 15% among 420,000; also: nearly all actives have a fitted effect of over 55% in size
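Stably hTDP1-transfected Tdp1-null chicken DT40 cells were treated with library compounds minus camptothecin and grown for at least 48 hr at 37 °C, after which cellular ATP was quantified by luminescence.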
N370S GC mod: inhibits or activates N370S mutant glucocerebrosidase | P04062 | N370S GC spleen homogenate, 4MU-glucoside fluorescence | Potency, µM (doses to about 59.4 µM), inactives show at the top dose activity change, negative = inhibition, actives largely listed as inhibitors | hit rate 0.092% among 330,000 | AID 2101;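 also: 0% = full enzyme activity and -100% = no enzyme basal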
TDP1 inh: inhibitors of human tyrosyl-DNA phosphodiesterase TDP1 | hit rate 0.28% among 350,000 | AID 485290 | recombinant TDP1, AlphaScreen DNA substrate cleavage | Q9NUW8 | Potency, µM (top dose mostly 130 µM), inactives show at the top dose activity change, negative = inhibition, actives largely listed as inhibitors; also: nearly all actives have a fitted effect of over 40% in size
Target sequence (Q9NUW8 whole entry, looked up): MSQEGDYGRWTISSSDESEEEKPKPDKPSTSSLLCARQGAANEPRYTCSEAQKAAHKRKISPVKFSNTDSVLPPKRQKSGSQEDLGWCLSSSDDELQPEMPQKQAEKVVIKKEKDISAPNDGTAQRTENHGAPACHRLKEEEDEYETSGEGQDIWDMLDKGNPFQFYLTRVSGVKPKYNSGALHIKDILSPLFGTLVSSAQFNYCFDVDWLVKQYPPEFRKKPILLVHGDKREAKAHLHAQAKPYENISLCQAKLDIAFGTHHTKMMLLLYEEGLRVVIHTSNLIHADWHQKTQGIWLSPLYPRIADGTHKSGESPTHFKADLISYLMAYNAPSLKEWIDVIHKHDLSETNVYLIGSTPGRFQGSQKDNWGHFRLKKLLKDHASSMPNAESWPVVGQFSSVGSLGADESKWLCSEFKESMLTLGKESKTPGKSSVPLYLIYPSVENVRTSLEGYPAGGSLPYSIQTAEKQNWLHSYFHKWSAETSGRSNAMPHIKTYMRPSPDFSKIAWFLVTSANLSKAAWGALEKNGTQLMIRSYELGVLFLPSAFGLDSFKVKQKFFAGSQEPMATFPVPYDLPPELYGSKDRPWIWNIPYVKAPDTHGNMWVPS
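Compounds were preincubated with Tdp1 (1 nM final) for 15 min at room temperature before substrate (15 nM final) started a 5 min reaction; beads (10 ug/ml final) were then added for 10 min before AlphaScreen detection.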
* = called active by the depositor; ? = inconclusive; nt = not tested or not shown; & = joins results of further samples; [ ] = remark or other dose. Calls follow the shape of the dose curve; as a rule, active = well fitted curve in the direction sought with a large enough effect; inconclusive = small, poorly fitted or top-dose-only effect, or another doubt; inactive = no such curve, though single readings can be large; an effect the other way counts as inactive or inconclusive. Unless noted, % is scaled to controls: 0 for no effect and ±100 for the full control effect; potency is read from the fitted curve at half-maximal effect. Not all compounds are listed; the hit share may differ from the screen's.

Molecule	DT40 TDP1 no CPT	TDP1 inh	N370S GC mod
O=C(CNC(=O)c1cccc(F)c1)OCc1cc(=O)n2cc(Br)ccc2n1	0%	0%	-10%
Cc1nc(SCc2ccc(Cl)cc2)ncc1C(=O)O	2%	-1%	-4%
CCOc1ccc(-c2nnc(NC(=O)c3ccc(OCC(C)C)c(OC)c3)o2)cc1	6.5µM*	11%	1%
CCn1nnnc1SCC(=O)N1N=C(c2cccs2)CC1c1cccs1 (stereo not drawn)	?	9%	-2%
CCn1c(=O)c(C(=O)Nc2ccccn2)c(O)c2ccccc21	?	-2%	-1%
Clc1ccc(-n2nnnc2CN2CCOCC2)cc1Cl	-1%	5%	2%
O=C(OCC(=O)N1CCC(Cc2ccccc2)CC1)c1ccc[nH]c1=O	-20%	7%	-1%
CCCCCOc1ccc(C(O)C(CN2CCOCC2)c2ccccc2)cc1 (stereo not drawn)	?	nt	?

Next section.
Molecule	DT40 TDP1 no CPT	TDP1 inh	N370S GC mod
Nc1nc(N)c2[nH]c(-c3ccccc3)nc2n1	11%	5%	-1%
CCC(C)C(NC(C)=O)C(=O)NC(=O)NC(c1ccccc1)c1ccccc1 (stereo not drawn)	?	3%	-20%
COc1ccc(NC(=O)Nc2c(C)n(-c3ccccc3)c(=O)n2C)cc1OC	-1%	-2%	-11%
Cn1cnnc1SCC(=O)c1ccc2c(c1)NC(=O)CO2	14%	0%	nt
CN(Cc1ccccc1)C(=O)CCc1ccccc1	-28%	-3%	-4%
COc1ccccc1N1CCc2c(C)nc3c(OC)cccc3c21	4.1µM*	4%	-4%
CC(C)(C)OC(=O)NN1CC(=O)N2Cc3ccccc3C[C@@H]2C1=O	14%	nt	-10%
Cc1ccc(CC(=O)O/N=C(\N)c2cccc([N+](=O)[O-])c2)cc1	-12%	5%	6%

(further entries)
Molecule	DT40 TDP1 no CPT	TDP1 inh	N370S GC mod
O=C(O)c1ccc(S(=O)(=O)NCC2CCCO2)cc1 (stereo not drawn)	7%	nt	-3%
O=C(Cc1ccc(Cl)cc1)NN1C(=O)c2ccccc2C1=O	-19%	2%	5%
CSCCC(NS(=O)(=O)c1ccc(Cl)cc1)C(=O)OCc1c(Cl)cccc1Cl (stereo not drawn)	21µM*	3%	15%
Cc1csc(NC(=O)C2CCCN(S(=O)(=O)c3cccnc3)C2)n1 (stereo not drawn)	-8%	5%	-2%
CCCCN1C(=O)c2ccc(C(=O)Nc3cccc(C)c3C)cc2C1=O	3%	3%	3%
CCN(CC)S(=O)(=O)c1ccc(N2CCOCC2)c(NC(=O)c2ccc(NC(C)=O)cc2)c1	19%	6%	23%
Cc1ccc2[nH]c3c(=O)n(CC(=O)NCCc4ccc(Cl)cc4)ncc3c2c1	9%&19%	0%&3%	-1%
CC(=O)c1c(C)[nH]c(C(=O)OCc2cc(=O)n3cc(Br)ccc3n2)c1C	-29%	-8%	nt

Continued.
Molecule	DT40 TDP1 no CPT	TDP1 inh	N370S GC mod
COCCNC(=O)Cn1c(=O)n(Cc2ccco2)c(=O)c2ccccc21	2%	0%	1%
CCN(CC(=O)NCc1cccs1)C(=O)CCOc1ccccc1C	-11%	2%	-1%
Cc1ccc(NC(=O)C2CC(=O)NC(N3CCCCC3)=N2)cc1Cl (stereo not drawn)	-1%	9%	-14%
CC(C)C(NS(=O)(=O)c1cccs1)C(=O)NCc1ccccc1 (stereo not drawn)	0%	1%	-19%
CCOc1ccc(-n2c(C)nc3cc(C(=O)NCCC4=CCCCC4)ccc32)cc1	16µM*	4%	nt
CCOc1ccc(/C=C/C(=O)Oc2ccccc2)cc1	-14%	3%	3%
CCN1CCN(C(c2nnnn2Cc2ccc3c(c2)OCO3)C(C)C)CC1 (stereo not drawn)	-12%	0%	7%
COc1ccc2[nH]c(O)c(N=NC(=O)Cc3cccs3)c2c1	?	5%	9%

(further entries)
Molecule	DT40 TDP1 no CPT	TDP1 inh	N370S GC mod
N#Cc1ccc(CN2CCCC3(CCN(C(=O)c4ccco4)CC3)C2)cc1	?	nt	10%
CCn1c(COc2ccc(OC)cc2)nnc1SCC(=O)Nc1cc(OC)ccc1OC	?	10%	6%
CCNC(=S)Nc1cc(Cl)ccc1Oc1ccccc1	?	6%	6%
Cc1ccc2nc(NC(=O)C3CCCN(S(=O)(=O)c4cccc5nsnc45)C3)sc2c1 (stereo not drawn)	18µM*	7%	0%
Cc1ccc(NC(=O)COC(=O)Cn2cnc3ccccc32)c(C)c1	?	1%	nt
O=C(NCCCCNC(=O)C(F)(F)F)C(F)(F)F	-15%	8%	6%
CC(=O)c1ccc(NC(=O)CCc2c(C)nn(-c3ccc4nncn4n3)c2C)cc1	?	-1%	nt
O=C(Nc1ccc2c(c1)CN(Cc1ccccc1O)CC2)C1CCCO1 (stereo not drawn)	-13%	3%	0%

The listing continues.
Molecule	DT40 TDP1 no CPT	TDP1 inh	N370S GC mod
Cc1ccc(S(=O)(=O)NC2CC2)cc1	-13%	2%	-4%
COc1ccc(Nc2nc(NCC3CCCO3)nc(N)c2[N+](=O)[O-])cc1 (stereo not drawn)	?	3%	-6%
CCCc1nnc(NC(=O)CN2C(=O)c3ccccc3C2=O)s1	6%	6%	14%
CC1CN(C(=S)NC(=O)c2cccc([N+](=O)[O-])c2)CC(C)O1 (stereo not drawn)	16µM*	4%	15%
Cc1ccc(S(=O)(=O)NCC(=O)OCC(=O)NCCc2ccccc2)cc1	1%	-8%	0%
COCCCNC(=S)N1CCC(NC(=O)c2ccco2)CC1	-2%	-4%	-6%
c1ccc(-c2nnc(-c3ccncc3)o2)cc1	-5%	2%	20%
CNC(=O)c1c(NC(=O)c2ccco2)sc2c1CCCC2	-28%	1%	25%

The listing continues.
Molecule	DT40 TDP1 no CPT	TDP1 inh	N370S GC mod
CCCCc1nc2ccccc2c(C(=O)O)c1C	3%	4%	-9%
CCc1cccc2c3c([nH]c12)C(CC)(CC(=O)O)OCC3 (stereo not drawn)	-13%&-1%&-5%	6%	-3%&5%&-1%
Cn1cc(CN2CCC(n3nccc3NC(=O)CCOc3ccccc3)CC2)cn1	2%	-2%	1%
COc1ccc(NC(=O)c2nc3ccccc3s2)cc1	-21%	-3%	4%
COc1ccc(C(=O)NN2C(=O)C3C(c4ccccc4)C=CC(c4ccccc4)C3C2=O)cc1 (stereo not drawn)	-11%	0%	-5%
Cc1ccc2nc(NC(=O)c3cccs3)sc2c1	-8%	2%	3%
CCC(C)NC(=O)c1cnn2c(C)c3c(nc12)CCCC3 (stereo not drawn)	?	4%	21%
CC1CN(C(=S)Nc2cccc([N+](=O)[O-])c2)CC(C)O1 (stereo not drawn)	1%	6%	3%

Additional records follow.
Molecule	DT40 TDP1 no CPT	TDP1 inh	N370S GC mod
Cc1cc(C)c2nc(C)cc(Nc3ccc(C(=O)N4CCOCC4)cc3)c2c1	-23%	nt	-3%
O=C(Nc1ccc(OCC(=O)N2CCOCC2)cc1)Nc1cccc(Cl)c1	-4%	-1%	-4%
O=C(/C=C/c1ccccc1)NCc1cccnc1	-10%	0%	-13%
CCOC(=O)c1cc(-c2cc3ccccc3o2)n[nH]1	-26%	2%	5%
CC1(c2ccccc2)NC(=O)N(CC(=O)Nc2nnc(C3CC3)s2)C1=O (stereo not drawn)	0%	2%	-1%
CCN(c1ccccc1)S(=O)(=O)c1ccc(C(=O)N2CC(C)CC(C)C2)cc1 (stereo not drawn)	?	-10%[0.505 µM]	2%
Cc1cccc(CN2CCC(n3nccc3NC(=O)CCCc3ccccc3)CC2)n1	?	3%	-3%
CCCc1cc(C(=O)NCc2cccnc2)no1	5%	1%	7%

(continued)
Molecule	DT40 TDP1 no CPT	TDP1 inh	N370S GC mod
CCCCNC(=O)c1onc(CSc2ccc(F)c(F)c2)c1C(=O)O	-10%	5%	5%
Cc1ccc(NC(=O)CCNS(=O)(=O)c2ccc3[nH]c(=O)oc3c2)cc1	16%	5%	-9%
Nc1nc(SCC(=O)Nc2ccccc2C(F)(F)F)[nH]c(=O)c1-c1ccccc1	-11%	1%	5%
O=C(NCCN1CCOCC1)C(=O)NCC1CCCO1 (stereo not drawn)	5%	5%	5%
COc1cccc(-n2c(-c3cccc(S(=O)(=O)N(C)C)c3)n[nH]c2=S)c1	-5%	3%	13%
C=CCN1C(=O)C2(OCCO2)c2cc(C)ccc21	10%	nt	2%
Cc1ccccc1COC[C@H](CC(C)C)N1CCN(C(=O)c2cccc(C(F)(F)F)c2)CCC1=O	13µM*	0%	-1%
CC1(C)CCCC2=C1CC1C(=O)N(c3ccccc3)C(=O)C1C2 (stereo not drawn)	?	4%	-27%

Remaining list, next part
Molecule	DT40 TDP1 no CPT	TDP1 inh	N370S GC mod
COc1ccc(CCNC(=O)[C@@H](NC(=O)c2ccccc2F)C(C)C)cc1OC	-8%	5%	4%
CS(=O)(=O)Nc1cccc(C2=NN(C(=O)c3ccc(F)cc3)C(c3cccs3)C2)c1 (stereo not drawn)	?	nt	-16%
COC(=O)[C@@]1(C)[C@H]2C(=O)N(C)C(=O)[C@H]2[C@H]2CN=C(SCc3ccc(Cl)cc3)N21	-11%	1%[56.1 µM]	nt
Cc1nc(N/N=C/c2ccc(O)cc2O)cc(N2CCOCC2)n1	?	nt	?
O=C(Cn1ccn(-c2ccc(F)cc2)c(=O)c1=O)Nc1ccc(F)cc1	-5%	-1%	nt
COc1ccc(C2=Nn3c(nnc3-c3ccco3)SC2)cc1OC	23µM*	-10%	-14%
N#Cc1cccc2cccc(S(=O)(=O)N3CCOCC3)c12	0%	0%	nt
COc1c(Cl)cc(C(=O)NN)cc1Cl	?	5%	0%
